C-LANA FP: KSHV C-LANA DNA binding inhibition. MBP-C-LANA/FAM-LBS DNA binding, fluorescence polarization. inhibition, % at 9 µM. 0.078% of 340,000 active. AID 504423;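 active = highest replicate inhibition at or above 60% at 9 µM, even if other replicates fall short; inactive = all replicates below 60% inhibition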;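 note: 0% = neutral control wells and 100% = 4 µM acridine orange control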
RTF Ca sens act: cardiac RTF calcium sensitization; IANBD-labeled TnC RTF fluorescence at EC20 calcium; 0% EC20 calcium, 100% full calcium; activation, % at 7.2 µM; P19429+P45379; 0.24% of 340,000 active;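 active = activation above the mean over all tested compounds plus 3 SD, cut at about 30% in these data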;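 note: rise in fluorescence read as greater calcium sensitivity of cardiac thin filaments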
MOR-DOR ag: OPRM1-OPRD1 heterodimerization agonism | P35372+P41143 | activation, % at 9.3 µM | 0.3% of 340,000 active | cells, luminescence; in the data active = activation above about 18%;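 note: 0% = vehicle-treated cells and 100% = reference agonist; values of inactives mirror those of a sister screen read the other way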
V-ATPase pH: yeast V-ATPase proton transport regulation by pHLuorin | S. cerevisiae, pHLuorin cytosolic pH fluorescence | response, % at 10 µM | 0.37% of 350,000 active | AID 504577; in the data active = response mostly above about 7.3%, no sharp cut-off; inactive = mostly below about 5.4%; note: actives read high; inactives centre near 0; some compounds called inactive have numbers as strong as hits; reference of the scale not given here
OPRM1-OPRD1 inv: inverse agonists of human mu-delta opioid receptor heterodimerization | cell-based MOR-DOR heterodimer luminescence, inverse agonism | P35372+P41143 | inhibition, % at 9.3 µM | 0.21% of 340,000 active; in the data active = inhibition above about 22%, passing the limit was not always enough;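 note: 0% = cells with DMSO and 100% = wells without cells with DMSO; values of inactives mirror those of a sister screen read the other way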
Keap1-Nrf2 PPI: disrupts human Keap1 binding to Nrf2 peptide; Keap1 Kelch-Nrf2 peptide fluorescence polarization, 1536-well; 0.15% of 340,000 active; AID 504523; Q14145; inhibition, % at 9.4 µM; in the data active = inhibition above about 12%;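 note: human Keap1 Kelch domain with fluorescein labeled Nrf2 9mer peptide probe; 0% = neutral control wells and 100% = peptide positive control; higher means more block of Keap1 binding to Nrf2 peptide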
RTF Ca sens inh: cardiac RTF calcium desensitization; IANBD-labeled cardiac RTF, Ca2+ fluorescence; inhibition, % at 7.15 µM; 0.12% of 340,000 active; AID 493244;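 active = inhibition above the mean inhibition of all tested compounds plus 3 SD, cut at about 17% in these data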;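 note: assay run at fixed EC70 calcium of 1.6 mM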
Arrestin-AP2 inh: blocks beta-arrestin peptide binding to AP2 adaptin. 0.31% of 340,000 active. inhibition, % at 10 µM. FITC-arrestin peptide / GST-AP2 beads, flow cytometry; AP2 beta2 appendage carries R879A mutation;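 active = inhibition above a set limit, near 3 SD of compounds lacking own fluorescence, cut at about 54% in these data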;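 note: plate controls were DMSO wells for no effect and 5 µM unlabelled arrestin peptide for full effect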
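system = GST-tagged AP2 beta2-adaptin appendage (R879A) on 4 µm glutathione beads | reagent = FITC-labelled arrestin peptide probe, 50 nM final | schedule = compound with beads 12 min RT, then probe 1 h RT | signal = HyperCyt-sampled flow cytometry, FL1 channel, ex 488/em 535 nm | read-out = percent response from loss of bead-bound FITC fluorescence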
DSG3 Ab inh: blocks pemphigus antibody binding to human desmoglein-3; DSG3-coupled beads, scFv-anti-DSG3-GFP binding, flow cytometry; active compounds read low; binding (percent of control), % at 10 µM; 0.48% of 310,000 active; AID 588358; P32926;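 active = binding more than 3 SD below its plate's average and above zero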;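 note: hits lower antibody fragment binding to DSG3; some compounds called inactive have numbers as strong as hits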
Target sequence (P32926 whole entry, looked up, the tested form may be a part): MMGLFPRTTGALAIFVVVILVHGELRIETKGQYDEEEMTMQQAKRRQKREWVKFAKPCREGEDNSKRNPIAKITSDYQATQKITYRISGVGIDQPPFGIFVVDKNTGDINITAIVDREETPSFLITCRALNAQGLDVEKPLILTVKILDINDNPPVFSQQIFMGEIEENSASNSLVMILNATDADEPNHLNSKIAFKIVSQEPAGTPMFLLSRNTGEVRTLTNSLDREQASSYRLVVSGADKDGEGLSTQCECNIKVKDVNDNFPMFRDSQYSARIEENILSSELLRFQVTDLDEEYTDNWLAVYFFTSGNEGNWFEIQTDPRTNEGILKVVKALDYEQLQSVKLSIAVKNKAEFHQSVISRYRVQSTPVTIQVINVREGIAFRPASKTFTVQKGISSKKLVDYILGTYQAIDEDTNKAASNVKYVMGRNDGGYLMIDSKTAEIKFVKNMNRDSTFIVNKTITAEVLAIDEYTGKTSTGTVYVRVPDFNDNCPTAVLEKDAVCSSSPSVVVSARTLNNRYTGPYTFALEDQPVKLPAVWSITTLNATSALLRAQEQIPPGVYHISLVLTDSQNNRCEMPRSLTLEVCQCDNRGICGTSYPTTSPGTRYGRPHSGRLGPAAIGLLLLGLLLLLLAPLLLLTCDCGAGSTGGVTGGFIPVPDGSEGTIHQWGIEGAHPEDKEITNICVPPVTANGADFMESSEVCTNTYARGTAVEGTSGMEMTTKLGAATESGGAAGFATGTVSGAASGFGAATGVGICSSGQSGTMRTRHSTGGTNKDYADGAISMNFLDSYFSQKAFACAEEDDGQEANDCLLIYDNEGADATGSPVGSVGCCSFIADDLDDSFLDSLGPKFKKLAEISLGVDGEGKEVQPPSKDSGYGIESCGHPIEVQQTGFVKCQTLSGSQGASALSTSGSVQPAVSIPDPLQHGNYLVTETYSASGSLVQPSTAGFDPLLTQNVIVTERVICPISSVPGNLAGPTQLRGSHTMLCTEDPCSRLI
Wnt act: Wnt/beta-catenin pathway activation | Wnt/beta-catenin reporter cell assay, activator, plate reader | activation, % at 9.35 µM | 1.2% of 300,000 active | AID 743398; in the data active = activation above about 30%, passing the limit was not always enough;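 note: 0% = neutral control wells and 100% = positive control wells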
* hit, by the source's call; x = not tested or not shown.

SMILES,DSG3 Ab inh,Keap1-Nrf2 PPI,OPRM1-OPRD1 inv,Arrestin-AP2 inh,Wnt act,MOR-DOR ag,C-LANA FP,RTF Ca sens act,RTF Ca sens inh,V-ATPase pH
COc1ccc(C(=O)N/N=C/c2ccc(N3CCOCC3)o2)cc1OC,86,-9,15,7,-2,-2.9,0.0,2,-6,-2
CCOC(=O)CSC1=C(C#N)C(c2ccccc2C)C2=C(CCCC2=O)N1 (centres undefined),108,-8,9,4,x,-1.6,0.4,4,-11,0
CC(C)c1ccccc1NC(=S)NC(C)c1ccccc1 (centres undefined),98,0,-1,13,17,0.2,0.1,-3,3,3
C=CCn1cc(C(=O)N2CCN(C)CC2)c(=O)c2cc(S(=O)(=O)N3CCCC3)ccc21,106,-3,14,-6,-3,-2.6,0.3,3,-9,0
CCOC(=O)c1[nH]c(C)c(C(=O)OCc2ccccc2F)c1C,110,-1,-44,-12,-3,8.2,-0.5,-9,5,1
CCOC(=O)CS(=O)(=O)c1ccc2ccccc2c1,114,-1,7,-1,0,-1.3,0.9,-4,0,5
Cc1ccccc1OCC(=O)NCC(=O)OCC(=O)c1ccc2ccccc2c1,104,-1,20,-7,x,-4.5,0.5,2,-6,4
CCC(C)NC(=O)CN(c1cc(C)ccc1OC)S(C)(=O)=O (centres undefined),80,-3,8,12,7,-1.5,1.1,6,12,2

Looked up by compound from the list above (3):
SMILES,DSG3 Ab inh,Keap1-Nrf2 PPI,OPRM1-OPRD1 inv,Arrestin-AP2 inh,Wnt act,MOR-DOR ag,C-LANA FP,RTF Ca sens act,RTF Ca sens inh,V-ATPase pH
CCOC(=O)CSC1=C(C#N)C(c2ccccc2C)C2=C(CCCC2=O)N1 (centres undefined),108,-8,9,4,x,-1.6,0.4,4,-11,0
CCOC(=O)c1[nH]c(C)c(C(=O)OCc2ccccc2F)c1C,110,-1,-44,-12,-3,8.2,-0.5,-9,5,1
CC(C)c1ccccc1NC(=S)NC(C)c1ccccc1 (centres undefined),98,0,-1,13,17,0.2,0.1,-3,3,3

(next part)
SMILES,DSG3 Ab inh,Keap1-Nrf2 PPI,OPRM1-OPRD1 inv,Arrestin-AP2 inh,Wnt act,MOR-DOR ag,C-LANA FP,RTF Ca sens act,RTF Ca sens inh,V-ATPase pH
Cn1ncc(Cl)c1C(=O)N/N=C/c1ccccn1,87,-4,19,-5,0,-3.8,1.8,1,-4,1
O=C(CN1CCN(Cc2ccc(Cl)cc2)CC1)N/N=C/c1ccccc1F,x,1,20,-1,1,-4.1,1.2,0,-3,1
Cc1ccc(S(=O)(=O)CCC(=O)Nc2ccccc2Cl)cc1,115,-3,9,5,-2,-2.0,3.2,-5,-3,6
CCCn1c(SCC(=O)NC2CC2)nnc1-c1ccccn1,103,-1,2,-1,-1,-0.3,2.0,-7,-4,-3
Cc1cc(C)cc(N(C(=O)c2sc(C)nc2C)C(C(=O)NC(C)(C)C)c2ccncc2)c1 (centres undefined),96,-5,8,x,-2,-1.5,-2.4,-2,6,-1
COc1ccc(NC(=O)/C(C#N)=C\c2ccc(N3CCOCC3)o2)cc1,177,-294,12,-11,9,-2.5,-45,135*,-161,3
Cc1cccc(NC(=O)CSc2nnc(C3CC3)n2CC2CCCO2)c1C (centres undefined),100,4,8,-2,1,-1.2,0.6,2,-26,-1
O=C(CC1C(=O)NCCN1Cc1ccc(Cl)c(F)c1)NC1CCCCC1 (centres undefined),x,-2,7,-11,2,-1.2,-0.9,1,-5,-1
Cc1cc(-c2nn(-c3ccccc3F)cc2CN2CCCC(C(N)=O)C2)c(C)s1 (centres undefined),104,-4,18,-4,0,-3.4,1.4,3,-7,2
CC1CN(C(=O)c2ccccc2OCc2ccc(Cl)cc2Cl)CC(C)O1 (centres undefined),x,-11,-19,-6,-25,4.5,0.2,0,-3,1
Cc1cc(C(=O)Nc2ccc3c(c2)CCC3)ccc1[N+](=O)[O-],94,x,x,19,51*,x,x,x,x,2
CCN1CCCC1CNC(=O)c1cc2c(-c3cccc(OC)c3)nn(C)c2s1 (centres undefined),118,-6,-11,2,-3,1.8,-5.9,4,5,1
O=C(COC(=O)c1ccc(Cl)cc1)NC(=O)NC1CCCC1,91,2,-33,-5,0,6.1,0.9,-4,-10,0
CC12c3ccccc3C(c3ccccc31)C1C(=O)N(c3cccnc3)C(=O)C12 (centres undefined),124,-5,2,2,-2,-0.4,1.6,4,-2,4
N#CCCn1cc(/C=C(\C#N)c2nc3ccccc3s2)c(-c2ccc(F)cc2)n1,95,7,4,1,4,-0.8,3.3,13,-5,0
O=C(Nc1ccnn1C1CCN(C(=O)c2ccc(C(F)(F)F)cc2)CC1)C1CC1,110,-5,4,-9,2,-0.8,0.4,3,-1,-1
CCS(=O)(=O)N1Cc2ccccc2CC1C(=O)Nc1ccc(OC)cc1OC (centres undefined),93,-2,18,-18,-1,-4.0,-0.9,17,-13,-3
CC(=Nc1cccc(C)c1)c1sc2ccccc2c1O,125,-3,-18,0,x,3.1,0.0,-10,-4,0
CCCCNc1cc(C)nc(NCc2ccccc2)n1,116,0,-4,-80,x,0.8,-0.1,-4,1,1
Cc1ccc(NS(=O)(=O)c2cccc(C(=O)n3ncc(C#N)c3N)c2)c(C)c1,108,-3,10,-7,1,-1.7,-0.1,-1,0,-3
O=C(NC(=S)Nc1ccc(CN2CCOCC2)cc1)c1ccccc1[N+](=O)[O-],105,-2,-3,2,2,0.4,-2.5,4,3,0
Cc1ccccc1-c1cc(C(=O)NCc2ccco2)n(CC2CC(c3cccnc3)=NO2)n1 (centres undefined),105,-6,-12,8,-10,2.2,4.1,-11,0,-8
O=C(NCC1CCCO1)C(c1ccccn1)N(Cc1ccccc1Cl)C(=O)CN1C(=O)c2ccccc2S1(=O)=O (centres undefined),100,0,9,-12,-2,-1.8,2.5,5,-4,-2
O=C(COC(=O)c1cccc([N+](=O)[O-])c1)c1ccc(OCc2ccccc2)cc1,124,3,8,2,x,-1.4,1.7,-3,9,5
CC(C)C1N=C(c2ccc3c(c2)OCO3)CC(c2ccccc2O)N1 (centres undefined),126,-15,-2,-5,x,0.4,-1.2,-6,-12,0
Nc1nc(=O)n(C2CC(O)C(CO)O2)cc1F (centres undefined),94,-5,-2,-5,0,0.4,-2.8,0,-4,4
CC(C)CC(=O)Nc1c2c(nn1-c1ccc([N+](=O)[O-])cc1)CS(=O)(=O)C2,96,-2,5,-2,-2,-1.1,-1.0,5,-7,-1
COc1ccccc1OCCCCCNCCO,105,-1,-7,43,-1,1.2,-0.5,4,-6,-1
CCCC1Cc2c(sc(N)c2C#N)CO1 (centres undefined),117,1,10,-9,2,-2.1,14,-2,-3,0
COc1ccc(/C=N/N2CCN(c3ccccc3OC)CC2)cc1Br,92,0,8,3,7,-1.6,-0.5,-1,-1,4
Cn1c(N/N=C2\CCCc3ccccc32)nc2c1c(=O)n(Cc1ccccc1)c(=O)n2C,101,-1,0,-9,x,0.0,1.2,4,-5,0
O=C(CSc1nc2nccnc2c(=O)n1Cc1cccs1)Nc1ccccc1F,106,0,13,11,-1,-2.6,0.9,-1,-1,0
Cc1nn(C)cc1/C=N/NC(=O)c1sc2ccccc2c1Cl,99,-4,8,5,-1,-1.4,0.6,1,5,-1
CC1CCC(C(C)C)C(OC(=O)C[n+]2cc(-c3ccc(Cl)cc3)n3c2CCC3)C1 (centres undefined),99,0,4,-10,-2,-0.7,2.6,-1,4,-1
O=C(O)/C=C/c1coc2ccccc2c1=O,105,-1,4,6,x,-0.5,0.3,-1,-9,1
COc1ccc(C)cc1NC(=O)CC(NC(C)=O)c1ccccc1 (centres undefined),108,1,0,-7,1,0.0,0.1,4,-1,-3
CNC(=S)N1N=C(c2ccc(OC)cc2)CC1c1ccc(Cl)cc1Cl (centres undefined),102,2,-2,-1,-15,0.3,-1.8,2,-13,-1
CCCc1nnc(NC(=O)CCC(=O)N2CCC(C)CC2)s1,x,-1,7,21,1,-1.3,-0.3,-3,-7,1
CCOC(=O)c1cccc(N2C(N)=NC(N)=NC2(C)C)c1,108,2,8,4,x,-1.8,-0.2,-2,1,-2
O=C(N/C(=C/c1ccc(Br)cc1)C(=O)N1CCOCC1)c1ccco1,100,-5,4,-3,1,-0.7,1.7,5,-4,3
Cc1ccc2c(c1)N(CC(=O)N1CCCC1)C(=O)C(C)O2 (centres undefined),92,3,3,-4,-2,-0.7,-1.9,6,-5,2
CCCN1CCN(C(=O)CCc2nnc3ccc(N4CCN(c5cccc(OC)c5)CC4)nn23)CC1,112,-1,15,9,-2,-3.0,-0.6,8,-9,-4
CC(C)CNC(=O)[C@H]1N2C(=O)c3ccccc3C2SC1(C)C (some centres undefined),111,-3,7,-7,0,-1.5,-3.2,-12,-4,-1
Cc1cccc(C(=O)N[C@H](C(=O)NCCc2ccc(Cl)cc2)C(C)C)c1,131,-3,2,24,-2,-0.3,0.4,-1,2,2
CSc1nnc(C)c(=O)n1COC(=O)COc1ccccc1,x,1,2,12,x,-0.3,-2.0,-5,0,0
CC1CCCC(NC(=S)Nc2cccc(S(=O)(=O)N(C)C)c2)C1C (centres undefined),109,-4,-23,-2,-3,4.5,-0.3,7,-5,8.2*
Cc1ccccc1OCC(=O)OCC(=O)NCCNC(=O)COC(=O)COc1ccccc1C,104,-2,17,-3,-1,-3.5,-0.2,-10,17*,6
CCN1CCN(CCNC(=O)c2ccc(/C=C3\Sc4ccccc4N(Cc4ccccc4F)C3=O)cc2)CC1,96,-7,-4,4,8,0.7,-1.2,-6,7,10
Cc1ccc(S(=O)(=O)Nc2cc(C)cc(CCNC=O)c2C)cc1,x,-2,16,-19,-5,-3.2,0.0,7,-7,-3
CCCCn1c(N)c(N(CC(C)C)C(=O)c2cnc(C)cn2)c(=O)[nH]c1=O,92,-5,0,5,-1,0.0,1.4,6,-5,-5
O=C(Nc1ccccc1F)C1C2C=CC3(O2)C1C(=O)N(c1cccnc1)C3C(=O)NC1CCCCC1 (centres undefined),99,0,6,-2,-2,-1.1,0.2,2,-4,-3
COc1cccc(C(=O)N2N=C(c3ccccn3)CC2(O)C(F)(F)F)c1 (centres undefined),x,2,19,-9,0,-3.9,14,-5,6,-4
CNCC/C=C1/c2ccccc2CSc2ccccc21,104,-1,10,-3,x,-1.7,2.0,6,3,1
O=C1NC(=Nc2ccccc2Cl)S/C1=C\c1cccc([N+](=O)[O-])c1,101,0,7,7,0,-1.6,5.5,-7,-2,-1
Cc1cc(C)n2nc(C(=O)Nc3ccn(Cc4ccccc4C)n3)cc2n1,95,-4,-10,22,-2,1.9,-1.3,1,-12,-1
CC(C)(C)C1CCc2c(sc(NC(=O)c3ccncc3)c2C(N)=O)C1 (centres undefined),101,0,2,3,12,-0.4,0.2,4,-26,3
CCNC(=O)C1(c2ccccc2)CCCC1,98,-8,3,12,-5,-0.5,-0.6,-1,2,1

Screening results as filed in PubChem BioAssay.
